VHR inh abs – blocks human VHR1 dual specificity phosphatase; 290,000 tested, 0.52% active; AID 1654; inhibition, % at 13.3 µM; recombinant VHR phosphatase, pNPP absorbance; P51452; in the data active = inhibition above about 50%; note: some compounds called inactive have numbers as strong as hits
Target sequence (P51452 whole entry, looked up): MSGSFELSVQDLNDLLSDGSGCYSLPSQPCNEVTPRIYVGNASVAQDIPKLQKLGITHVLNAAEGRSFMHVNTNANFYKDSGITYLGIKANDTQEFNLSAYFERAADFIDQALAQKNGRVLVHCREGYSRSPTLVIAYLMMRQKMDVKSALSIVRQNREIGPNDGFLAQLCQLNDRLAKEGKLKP
PriA SSB inh – K. pneumoniae PriA-SSBct interaction inhibition; 430,000 tested, 0.6% active; AlphaScreen SSBct-PriA binding, biotinylated peptide; AID 1272365; inhibition, % at 33 µM; in the data active = inhibition mostly above about 37%, no sharp cut-off; inactive = mostly below about 20%;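 note: plate controls were negative control peptide for no effect and reference peptide for full effect; strong numbers were not always called active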
Anthrax LF inh2 – blocks Bacillus anthracis lethal factor protease; P15917; 360,000 tested, 0.12% active; inhibition, % at 10 µM; multiplex microsphere protease cleavage assay, LF; note: plate controls were buffer without enzyme for full effect and enzyme alone for no effect
BoNT A protease – inhibitors of Botulinum neurotoxin A light chain protease; multiplex microsphere protease substrate cleavage, flow cytometry; inhibition, % at 10 µM; 360,000 tested, 0.17% active; AID 588499; note: plate controls were buffer without enzyme for full effect and enzyme alone for no effect
SARS 3CLpro inh – SARS-CoV 3CLpro protease inhibition; P0C6X7; recombinant SARS-CoV 3CLpro, quenched FRET peptide cleavage; inhibition, % at 6 µM; 290,000 tested, 0.14% active; in the data active = inhibition above about 12%
BoNT-F LC inh – blocks Botulinum neurotoxin F light chain protease; 360,000 tested, 0.22% active; inhibition, % at 10 µM; Multiplex microsphere protease cleavage assay, flow cytometry; in the data active = inhibition above about 35%, passing the limit was not always enough; inconclusive = no clear call, values can overlap the other calls; note: plate controls were buffer without enzyme for full effect and enzyme alone for no effect
CCHF vOTU inh – CCHFV vOTU protease inhibition. Pep-AMC fluorescence. inhibition, % at 11.5 µM. 370,000 tested, 0.55% active. AID 651958; in the data active = inhibition above about 30%; note: 0% = vehicle wells with enzyme and 100% = no enzyme wells
PrPC surface inh – inhibitors of human cell surface prion protein PrPC. 370,000 tested, 0.43% active. TR-FRET read-out. inhibition, % at 13.8 µM. P04156; in the data active = inhibition above about 24%; note: 0% = median of the test wells and 100% = reference compound wells
Rv3671c protease – inhibitors of M. tuberculosis serine protease Rv3671c. 320,000 tested, 0.048% active. inhibition, % at 5.96 µM; in the data active = inhibition above about 38%;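 note: extracellular domain of Rv3671c used as enzyme; 0% = enzyme with DMSO and 100% = no enzyme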
Target sequence (P9WHR9 whole entry, looked up, the tested form may be a part): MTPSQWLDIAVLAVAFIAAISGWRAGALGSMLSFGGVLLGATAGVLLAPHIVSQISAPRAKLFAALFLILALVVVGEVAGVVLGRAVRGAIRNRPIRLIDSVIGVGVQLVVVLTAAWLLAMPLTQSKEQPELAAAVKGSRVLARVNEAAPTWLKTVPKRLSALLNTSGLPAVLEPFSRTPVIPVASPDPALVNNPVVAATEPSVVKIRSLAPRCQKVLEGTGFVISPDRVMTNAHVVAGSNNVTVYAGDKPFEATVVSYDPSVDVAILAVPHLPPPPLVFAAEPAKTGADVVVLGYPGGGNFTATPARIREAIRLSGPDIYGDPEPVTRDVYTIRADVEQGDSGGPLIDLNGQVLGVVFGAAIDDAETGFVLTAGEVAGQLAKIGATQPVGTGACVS
MazEF act – activators of E. coli MazEF toxin-antitoxin RNase; P0AE70; 350,000 tested, 0.32% active; AID 504720; FAM/BHQ RNA-DNA oligo cleavage fluorescence, 5 h; activation, % at 20 µM; in the data active = activation above about 50%
Target sequence (P0AE70 whole entry, looked up): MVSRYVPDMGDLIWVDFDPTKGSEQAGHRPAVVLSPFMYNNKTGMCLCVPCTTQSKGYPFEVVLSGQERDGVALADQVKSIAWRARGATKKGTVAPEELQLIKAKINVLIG
* = called active by the depositor; ? = inconclusive; · = not tested or not shown. Cut-off read from the data, not from the text of the source, unless noted: active = inhibition above about 30%; inconclusive = no clear call, values can overlap the other calls; inactive = below that.

Short forms – A = VHR inh abs; B = PriA SSB inh; C = Anthrax LF inh2; D = BoNT A protease; E = SARS 3CLpro inh; F = BoNT-F LC inh; G = CCHF vOTU inh; H = PrPC surface inh; I = Rv3671c protease; J = MazEF act
Cc1ccc(S(=O)(=O)/N=S(\C)CC2CC2(Cl)Cl)cc1 (centres undefined)
  A: -11; B: ·; C: -3; D: -1.7; E: 6; F: -8; G: -6; H: 0; I: 0; J: -2
C=CCNC(=S)/N=c1/ccccn1Cc1ccccc1
  A: 13; B: ·; C: -6; D: -0.4; E: -1; F: ?; G: -7; H: 2; I: 4; J: 13
Cc1c(C(=O)N2CCc3ccccc3C2)sc2nc(-c3ccccc3)cn12
  A: -5; B: 7; C: -9; D: -0.9; E: -2; F: -21; G: -6; H: -3; I: -9; J: -2
O=C(COc1cccc([N+](=O)[O-])c1)N/N=C/c1ccco1
  A: 18; B: ·; C: -5; D: 0.1; E: -1; F: -3; G: 4; H: -4; I: -5; J: -5
COc1cc(C)ccc1S(=O)(=O)N1CCCCCC1
  A: 11; B: -24; C: 1; D: 0.5; E: -7; F: -2; G: -10; H: -2; I: 5; J: 9
COc1cccc(Cn2c(Oc3cccc(C)c3)nc3c2c(=O)n(C)c(=O)n3C)c1
  A: -8; B: 11; C: -3; D: 0.1; E: 3; F: -12; G: 0; H: 5; I: 14; J: -6
CC1CCc2c(nc3sc4c(c3c2N)CCCC4)C1 (centres undefined)
  A: 8; B: 5; C: 1; D: 0.2; E: 1; F: 3; G: 3; H: -2; I: -3; J: 11
COc1ccccc1OCCOc1ccc(/C=N/n2cnnc2)cc1
  A: -1; B: ·; C: -6; D: 0.5; E: -8; F: 4; G: -15; H: 8; I: 4; J: 1
Cc1ccc(NC(=O)c2ccc([N+](=O)[O-])cc2Cl)nc1
  A: -8; B: 2; C: 1; D: 0.1; E: 4; F: 3; G: 3; H: -26; I: 0; J: -8
O=C(NOC(=O)c1cc(Br)ccc1Cl)c1cccs1
  A: 7; B: -11; C: -6; D: 0.4; E: 2; F: 25; G: 14; H: 2; I: -16; J: -5
CC(=NCC1CCCO1)c1c(O)n(C)c(=O)n(C)c1=O (centres undefined)
  A: 10; B: 9; C: -1; D: -4.0; E: 1; F: -4; G: 4; H: -1; I: -2; J: 6
Clc1ncn(CCOc2ccccc2)c1Cl
  A: 34; B: 2; C: -3; D: -0.7; E: 7; F: -3; G: 6; H: 0; I: 10; J: -10
CCOc1ccc2[nH]c3c(NCC(C)C)ncnc3c2c1
  A: 27; B: 3; C: -6; D: -6.3; E: 1; F: ?; G: ·; H: ·; I: 0; J: 1
COC(=O)c1cc(OC)c(OC)cc1NC(=S)N1CCN(Cc2ccccc2)CC1
  A: 13; B: -4; C: 0; D: 0.3; E: 3; F: -2; G: -3; H: -1; I: -1; J: 4
O=C(COC(=O)Cc1c[nH]c2ccccc12)NC1CCCCC1
  A: 14; B: -7; C: -7; D: -0.6; E: -6; F: -9; G: -3; H: 6; I: 8; J: 14
c1ccc(-c2ccncc2)cc1
  A: ·; B: -13; C: -1; D: 0.1; E: ·; F: -7; G: -6; H: 5; I: 7; J: 6
Cc1nn(-c2ccccc2)c2[nH]c(C(F)(F)F)cc(=O)c12
  A: 11; B: 6; C: -1; D: 0.5; E: 4; F: 13; G: 9; H: 1; I: 5; J: -1
CCN(CC)C(=O)Cn1cc(C(=O)C(=O)NCCCn2ccnc2)c2ccccc21
  A: 6; B: -11; C: -1; D: -0.3; E: 1; F: 1; G: -4; H: 2; I: 3; J: -1
Cc1nc2cc(Cl)ccc2n1-c1ccccc1
  A: -10; B: -9; C: 6; D: -0.7; E: -1; F: 5; G: -2; H: 0; I: -7; J: 1
COc1ccc(F)cc1C(=O)C1CCCN(Cc2cn(C)c3ccccc23)C1 (centres undefined)
  A: 30; B: -7; C: 0; D: -0.5; E: -5; F: -2; G: -6; H: -7; I: -1; J: -15
O=C(O)c1oc2ccccc2c1-n1cccc1
  A: -11; B: -12; C: -4; D: -1.7; E: -5; F: -2; G: -5; H: 1; I: -9; J: 1
O=C(CSc1nc2ccccc2c(=O)n1-c1ccccc1)N1CCCc2ccccc21
  A: 5; B: -2; C: 0; D: 3.0; E: 3; F: 32; G: 0; H: 3; I: 0; J: 3
COc1ccc(C)cc1S(=O)(=O)NNc1nc(C)cc(C)n1
  A: ·; B: 5; C: 3; D: -0.3; E: ·; F: 1; G: -9; H: -4; I: -3; J: -2
Nc1nc(SCc2ccccc2Cl)nc2nc3c(cc12)CCCC3
  A: 32; B: -6; C: -2; D: -2.0; E: 1; F: -11; G: -10; H: 2; I: 3; J: 14
COC(=O)C1c2ccccc2-c2ccccc21
  A: 14; B: -14; C: -3; D: 0.1; E: 0; F: -2; G: 7; H: 9; I: ·; J: -10
CCCCn1c(N)c(N(C(=O)CSc2nnnn2-c2ccccc2C)C2CCCC2)c(=O)[nH]c1=O
  A: ·; B: 14; C: ·; D: ·; E: ·; F: ·; G: -11; H: 2; I: ·; J: 4
COc1cccc(CNc2ccc3c(c2)ncn3C(C)C)c1OC
  A: -16; B: 0; C: -6; D: 0.2; E: -4; F: -4; G: 2; H: 3; I: 1; J: 0
COc1ccc(NC(=O)CSCC(=O)Oc2c(OC)cccc2OC)cc1
  A: ·; B: 0; C: 1; D: 0.8; E: ·; F: -4; G: -5; H: -1; I: 1; J: -2
COc1ccc(CCN(C)C(=O)c2cccc(S(=O)(=O)NCc3ccccc3)c2)cc1OC
  A: -14; B: 2; C: -1; D: 2.3; E: 1; F: 4; G: -7; H: 7; I: 1; J: 2
COc1ccc(COn2c(=O)c(C)[n+]([O-])c3ccccc32)cc1OC
  A: 19; B: -6; C: -2; D: 0.9; E: 1; F: -5; G: 12; H: -31; I: -7; J: 7
CSc1ccccc1NC(=O)CSc1nncs1
  A: 1; B: -9; C: -1; D: -0.2; E: 2; F: 5; G: 0; H: -2; I: -3; J: 5
CCCCCc1ccc(-c2cn(Cc3ccc(C(=O)c4ccccc4)cc3)nn2)cc1
  A: 20; B: -19; C: 2; D: -0.2; E: 6; F: -6; G: 6; H: -4; I: -9; J: -17
CCO[C@H]1OC(C(=O)Nc2ccccc2)=C[C@@H](c2ccc(Br)cc2)[C@@H]1CCCO
  A: 30; B: -5; C: -5; D: 0.1; E: 4; F: -2; G: 7; H: 13; I: 1; J: -18
COc1cccc(NS(=O)(=O)c2ccc(NC(C)=O)cc2)c1
  A: -8; B: -5; C: 2; D: ?; E: -2; F: 1; G: 7; H: 11; I: -5; J: 3
Cc1ccc(NC(=O)C(Cc2ccccc2)NC(=O)c2ccco2)cc1 (centres undefined)
  A: 4; B: -6; C: -1; D: ?; E: 1; F: -1; G: 8; H: -1; I: 6; J: -13
O=c1c2[nH]cnc2n(-c2ccccc2)c(=O)n1Cc1ccccc1
  A: 2; B: -9; C: -11; D: -2.3; E: 2; F: 16; G: -3; H: -5; I: 3; J: -6
O=C(NC1CC1)c1ccc(F)cc1Cl
  A: 15; B: -18; C: 2; D: 0.3; E: -2; F: 16; G: 8; H: -1; I: 6; J: -1
CCOC(=O)C1CCCN(S(=O)(=O)c2cnc(Cl)c(Br)c2)C1 (centres undefined)
  A: -52; B: 7; C: -2; D: 0.4; E: -3; F: 0; G: 8; H: -1; I: -5; J: 3
CC(C)Nc1nc(NC(N)=S)nc(NC(C)(C)C)n1
  A: 24; B: -1; C: 0; D: 0.3; E: 2; F: 4; G: 6; H: -3; I: 0; J: 5
COc1ccc(-c2nnc(SCC(=O)N3CCCC3)o2)c(OC)c1
  A: 0; B: 2; C: 4; D: 1.2; E: -1; F: 8; G: 7; H: 2; I: 1; J: 7
O=C1CN(Cc2ccccc2)C(=NCc2ccco2)S1
  A: -5; B: 3; C: 0; D: -0.5; E: -1; F: 4; G: -12; H: 4; I: -2; J: 10
O=C(Nc1ccccc1)N(CCCN1CCOCC1)Cc1cc2cc3c(cc2[nH]c1=O)OCCO3
  A: 0; B: -12; C: 7; D: 0.1; E: -1; F: -5; G: -6; H: 3; I: -3; J: 1
CCN(C(=O)COC(=O)CSc1ccc([N+](=O)[O-])cc1)C1CCS(=O)(=O)C1 (centres undefined)
  A: -10; B: -6; C: -4; D: 5.6; E: -3; F: 1; G: 10; H: -6; I: -3; J: -2
CC(/C=N/NC(=O)c1cc(-c2ccc(Cl)cc2)nc2ccccc12)=C\c1ccco1
  A: 28; B: ·; C: -7; D: -0.5; E: 3; F: 3; G: 8; H: -9; I: -45; J: 4
Cc1ccc(S(=O)(=O)N[C@@H](C)C(=O)N2CCC(C(=O)N3CCC[C@H]3C(=O)O)CC2)cc1
  A: -2; B: 4; C: 4; D: -0.4; E: -7; F: 10; G: -1; H: 0; I: 2; J: 1
O=C(N/N=C/c1c[nH]c2ccccc12)c1cc2ccccc2o1
  A: 13; B: ·; C: 4; D: 0.1; E: 0; F: 0; G: 22; H: 6; I: 2; J: 15
CCN(CC)c1ccc(/C=C/c2ccc3ccc(OC)cc3[n+]2CC)cc1
  A: -12; B: -1; C: -4; D: 60*; E: -8; F: -111; G: 1; H: 9; I: -77; J: 39
O=C1NN=C(c2ccccc2)C1Cc1ccccc1 (centres undefined)
  A: ·; B: 0; C: 1; D: -0.2; E: ·; F: -9; G: 1; H: 3; I: ·; J: 5
CC(NC(=S)Nc1ccc(F)cc1)c1ccccc1 (centres undefined)
  A: -23; B: -9; C: -7; D: 0.7; E: -3; F: 14; G: -2; H: 8; I: 0; J: 1
COc1ccccc1-c1noc2c1C(=O)N(Cc1cn(-c3ccc(Cl)cc3)nn1)CC2
  A: ·; B: ·; C: -3; D: -0.1; E: ·; F: -1; G: 10; H: 3; I: ·; J: ·
COCCCN(C(=O)CCOc1ccccc1C)c1c(N)n(Cc2ccccc2)c(=O)[nH]c1=O
  A: ·; B: -14; C: ·; D: ·; E: ·; F: ·; G: -3; H: 1; I: 2; J: -28

High-throughput results (PubChem)

These rows are one share of the data; the hit share may differ from the screen's.
